Screening results from PubChem.
TbREL1 primary – TbREL1 inhibition, primary screen; P86926; TbREL1 RNA ligation, FRET fluorescence; inhibition, % at 9.66 µM; 0.49% of 89,000 active;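 active = inhibition above the mean inhibition across all screened compounds plus 3 SD, cut at about 11% in these data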;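 also: 0% = plate median of test wells and 100% = NSC42067 control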
Target sequence (P86926 whole entry, looked up): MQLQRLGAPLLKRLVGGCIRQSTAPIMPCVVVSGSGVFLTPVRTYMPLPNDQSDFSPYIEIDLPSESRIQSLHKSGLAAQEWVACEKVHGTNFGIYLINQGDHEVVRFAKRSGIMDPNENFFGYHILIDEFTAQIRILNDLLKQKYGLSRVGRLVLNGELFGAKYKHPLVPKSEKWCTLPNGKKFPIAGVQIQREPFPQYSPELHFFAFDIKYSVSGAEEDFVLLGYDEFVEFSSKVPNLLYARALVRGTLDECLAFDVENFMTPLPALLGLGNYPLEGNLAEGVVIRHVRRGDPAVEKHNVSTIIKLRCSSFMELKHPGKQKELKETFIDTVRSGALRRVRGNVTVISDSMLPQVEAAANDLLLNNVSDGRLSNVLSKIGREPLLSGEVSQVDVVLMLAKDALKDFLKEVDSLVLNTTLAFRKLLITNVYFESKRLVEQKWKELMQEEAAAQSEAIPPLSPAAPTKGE
* hit, by the source's call. These rows are one share of the data; the hit share may differ from the screen's.

Structure	TbREL1 primary
CCOC(=O)CCCNC(=O)CN1C(=O)NC(CCc2ccccc2)C1=O (stereo not drawn)	4
Cn1c(C(=O)NC2CC2)cc2c(=O)n(C)c3ccccc3c21	0
CCN(CC)S(=O)(=O)c1ccc(C)c(NS(=O)(=O)c2cc(/C=C/C(=O)O)cc(OC)c2OC)c1	0
O=C(CSc1nnc(-c2cnccn2)n1-c1ccccc1)Nc1ccc2cn[nH]c2c1	-4
Cc1ccc(NC(C)C(=O)N/N=C/c2ccc([N+](=O)[O-])s2)cc1 (stereo not drawn)	-6
CC1CN(Cc2nc3c(c(=O)n(C)c(=O)n3C)n2CCc2ccccc2)CC(C)O1 (stereo not drawn)	-2
S=C(Nc1ccc2cn[nH]c2c1)Nc1ccccc1Cl	7
Cc1ccccc1NC(=O)c1sc2nc3c(c(-c4ccco4)c2c1N)CCC3	3

Ordered by the number under TbREL1 primary (highest first): 3 of the compounds above
Structure	TbREL1 primary
Cc1ccccc1NC(=O)c1sc2nc3c(c(-c4ccco4)c2c1N)CCC3	3
Cn1c(C(=O)NC2CC2)cc2c(=O)n(C)c3ccccc3c21	0
CC1CN(Cc2nc3c(c(=O)n(C)c(=O)n3C)n2CCc2ccccc2)CC(C)O1 (stereo not drawn)	-2

Returning to the listing with the six entries that preceded the break.
Structure	TbREL1 primary
CCN(CC)S(=O)(=O)c1ccc(C)c(NS(=O)(=O)c2cc(/C=C/C(=O)O)cc(OC)c2OC)c1	0
O=C(CSc1nnc(-c2cnccn2)n1-c1ccccc1)Nc1ccc2cn[nH]c2c1	-4
Cc1ccc(NC(C)C(=O)N/N=C/c2ccc([N+](=O)[O-])s2)cc1 (stereo not drawn)	-6
CC1CN(Cc2nc3c(c(=O)n(C)c(=O)n3C)n2CCc2ccccc2)CC(C)O1 (stereo not drawn)	-2
S=C(Nc1ccc2cn[nH]c2c1)Nc1ccccc1Cl	7
Cc1ccccc1NC(=O)c1sc2nc3c(c(-c4ccco4)c2c1N)CCC3	3
COc1ccc(C(CNC(=O)c2cccc(NS(=O)(=O)c3ccc(C)c(F)c3)c2)N2CCOCC2)cc1 (stereo not drawn)	-2
COc1ccc(-c2csc(/C=C/c3ccc4c(c3)OCO4)n2)cc1OC	-2
Cn1c(=O)[nH]c(=O)c2c1ncn2CCCc1ccccc1	1
Cc1cc(C(=O)OCC(=O)NCc2ccc(F)cc2)c2ccccc2n1	1
CCCCn1c(N)c(N(CC)C(=O)c2cccc(S(=O)(=O)N3CCCc4ccccc43)c2)c(=O)[nH]c1=O	-1
Cc1cc(C)n2c(Nc3ccc4c(c3)OCCO4)c(-c3ccccc3)nc2n1	-2
COc1ccc2cc(C(=O)c3ccccc3)c(=O)oc2c1	3
CC(=O)Cc1nsc(NC(=O)c2ccc(COc3ccccc3Cl)o2)n1	2

Next structures
Structure	TbREL1 primary
CCn1c(=O)cc(N2CCN(c3cccc(C(F)(F)F)c3)CC2)[nH]c1=O	1
COc1cc(OC)cc(C(=O)NCCCCNC(=O)c2cc(OC)cc(OC)c2)c1	-1
CCOC(=O)Cn1c(=O)oc2cc(S(=O)(=O)N(C)Cc3ccccc3)ccc21	-3
CC(=O)N1CCCc2cc(S(=O)(=O)N3CCCC(C)C3)ccc21 (stereo not drawn)	0
O=C(c1cccc(N2C(=O)C3CC=CCC3C2=O)c1)N1CCCCCC1 (stereo not drawn)	0
CC(=O)Nc1ccc(S(=O)(=O)NN=CCCc2ccccc2)cc1	0
Cc1cc(NC(=O)CCCOc2ccc(Cl)cc2Cl)no1	2
Cc1ccc(S(=O)(=O)N(C)c2ccc(C(=O)NCC(c3ccccc3)N3CCCC3)cc2)cc1 (stereo not drawn)	-4

(further entries)
Structure	TbREL1 primary
Cc1c(N(C)C(=O)C23CC4CC(CC(C4)C2)C3)c(=O)n(-c2ccccc2)n1C	2
O=C(NCc1cccc(C(F)(F)F)c1)C1CC2Cn3c(nc4ccccc43)C2N1Cc1ccccc1 (stereo not drawn)	-3
Cc1cc(C)nc(Sc2ncnc3sc4c(c23)CCC4)n1	2
O=[N+]([O-])c1c(NCc2ccco2)ccc2nonc12	1
CC1=NN(c2nc(-c3ccc(Cl)cc3)cs2)C(=O)C1	-2
Cc1nnc(NC(=O)CCN2C(=O)/C(=C\c3ccccc3)SC2=S)s1	0
O=C(Nc1cccc(Cl)c1Cl)C1CC(=O)N(c2ccc(Br)cc2)C1 (stereo not drawn)	3
O=[N+]([O-])c1cccnc1N1CCC(c2cc(-c3ccc(Cl)cc3Cl)n[nH]2)CC1	2

The listing continues.
Structure	TbREL1 primary
O=C(COC(=O)c1ccc(S(=O)(=O)N2CCCC2)cc1)Nc1ccccc1Cl	2
CCOc1ccc(N(C(=O)c2snc(C(N)=O)c2N)C(C(=O)NC2CCCC2)C(C)C)cc1 (stereo not drawn)	-2
CCCNC(=O)C1Cc2cc(S(=O)(=O)N3CCCC3)ccc2N1C(C)=O (stereo not drawn)	1
C#CCCOC(=O)N1C2=NC(C(=O)OC)=C(C(=O)OC)[C@@H]3N(CC=C)c4ccccc4[C@]23C[C@H]1C(=O)OC	-1
O=c1[nH]c2ccccc2[nH]c1=O	0
COc1c(C)cc(C(O)c2ncc(-c3ccccc3C)[nH]2)cc1C (stereo not drawn)	4
Cc1ccccc1-c1nc(CN2CCC(C(=O)O)CC2)c(C)o1	-3
CC1(C2CC2)NC(=O)N(CC(=O)Nc2ccc(C(F)(F)F)cc2)C1=O (stereo not drawn)	1

The list goes on.
Structure	TbREL1 primary
COc1cc(-c2nnc(COC(=O)c3nn(CC(C)C)c(=O)c4ccccc34)o2)cc(OC)c1OC	0
COc1ccc(-c2cn(CCC(=O)O)c(-c3ccc(Cl)nc3)n2)cc1	-2
O=C(NCC1CCCO1)c1onc(CSc2cccc(Cl)c2)c1C(=O)O (stereo not drawn)	0
O=C(c1ccc(S(=O)(=O)N2CCCCCC2)cc1)N1CCN(c2ccccc2)CC1	-3
COc1ccc(C)cc1NC(=O)C(C)N(c1ccc(C)cc1)S(C)(=O)=O (stereo not drawn)	-4
CC(C)c1nc(SCC(=O)Nc2cccc(C(=O)O)c2)c2c3c(sc2n1)CCCC3	-2
CCC1CCCCN1S(=O)(=O)Cc1ccccc1Cl (stereo not drawn)	-1
COc1cc2nc(CN(C)Cc3ccc(OC)c(OC)c3OC)[nH]c(=O)c2cc1OC	1

The list goes on:
Structure	TbREL1 primary
O=C(Nc1ccc(F)cc1)C1CCCN1S(=O)(=O)c1ccc(Br)cc1 (stereo not drawn)	-1
CC(=O)Nc1ccc(S(=O)(=O)N2CCC(NC(=O)C(Cc3ccccc3F)NC(C)=O)CC2)cc1 (stereo not drawn)	1
COC(=O)[C@]12C[C@H](CC(=O)N3CCOCC3)C(=O)N(Cc3ccco3)C1=C[C@H](C1CCCC1)O[C@@H]2C	-3
Cc1ncsc1C(=O)N1N=C2/C(=C/c3ccccc3)CCCC2C1c1ccccc1 (stereo not drawn)	2
CC1=C(C(=O)OCc2ccccc2)C(c2ccc([N+](=O)[O-])cc2)NC(=O)N1CCCCCC(=O)O (stereo not drawn)	4
CCOc1ccc(NC(=O)NCCCCc2ccccc2)cc1	1
Cc1nnc(NC(=O)C(C)Sc2nnc(CCNC(=O)c3ccccc3F)n2C)s1 (stereo not drawn)	-2
COc1ccc(-c2c(C)sc(NC(=O)c3ccnn3C)c2C#N)cc1	-6

The results go on:
Structure	TbREL1 primary
Cc1cc(C)n2nc(SC(C)C(=O)NCc3ccco3)nc2n1 (stereo not drawn)	0
c1ccc(-c2ccc(C3=Nn4c(nnc4-c4ccccc4)SC3)cc2)cc1	0
COC(=O)C(C)Sc1nnc2n(-c3cccc(C)c3)c(=O)c3c4c(sc3n12)CCCC4 (stereo not drawn)	1
COc1ccc(S(=O)(=O)N2CCC(C(=O)NC3CCCCC3)CC2)cc1OC	3
COc1cc(OC)cc(-c2cc3ncccc3cn2)c1	-1
CC(=O)N(Cc1ccco1)c1nc(C(=O)Nc2ccc(Cl)cc2)c(C)s1	-1
CCOc1ccc(S(=O)(=O)NCCC(=O)Nc2cccc(C(=O)OC)c2)cc1	-1
C[C@@H](C(=O)Nc1ccccc1N1CCOCC1)N1C(=O)C2CC=CCC2C1=O (stereo partly drawn)	0

Fetched by structure from the list above, three records:
Structure	TbREL1 primary
c1ccc(-c2ccc(C3=Nn4c(nnc4-c4ccccc4)SC3)cc2)cc1	0
Cc1cc(C)n2nc(SC(C)C(=O)NCc3ccco3)nc2n1 (stereo not drawn)	0
CCOc1ccc(S(=O)(=O)NCCC(=O)Nc2cccc(C(=O)OC)c2)cc1	-1

Continuation.
Structure	TbREL1 primary
CS(=O)(=O)c1ccc(-c2cccc(NC(=O)c3ccco3)c2)nn1	1
CC(=O)Nc1ccc(S(=O)(=O)Nc2nc3cc4c(cc3nc2Cl)OCCO4)cc1	7
O=C(CSc1nnc(NC(=O)c2ccco2)s1)Nc1ccccc1F	-2
COc1ccc(N(CC(=O)N2CCc3ccccc32)S(=O)(=O)c2c(C)noc2C)cc1	2
CCc1cc[n+](CC(=O)Nc2ccc(Cl)cc2Cl)cc1	6
CCCN(C(=O)CSc1nc2cc(S(=O)(=O)N(CC)CC)ccc2o1)C1CCS(=O)(=O)C1 (stereo not drawn)	-2
O=C(CN1CCCC1)Nc1ccc(-c2nc3cc(NC(=O)CN4CCCC4)ccc3o2)cc1	-1
Cc1nc(C#N)c(N/N=C/c2cccc(Cl)c2)o1	-1

Going on with the list.
Structure	TbREL1 primary
CN(C)CC1CCC/C(=C\c2ccc(OC(=O)/C=C/c3ccc(Cl)c(Cl)c3)cc2)C1=O (stereo not drawn)	2
O=C(O)CSc1nnc(-c2ccco2)o1	4
O=S(=O)(Nc1nccs1)c1ccc(F)cc1	2
CCOC(=O)c1csc(NC(=O)C2CCCN(S(=O)(=O)c3cc(OC)ccc3OC)C2)n1 (stereo not drawn)	-1
COc1cccc(/C=N/NC(=O)CCn2cnc3ccccc32)c1	1
O=C(Oc1cc(-c2ccccc2)no1)c1cccc(C(F)(F)F)c1	6
COc1ccc(C(=O)N2CCN(c3ncnc4c(-c5ccccc5)nsc34)CC2)cc1	0
Nc1[nH]n(-c2ccccc2)c(=O)c1N=Nc1ccccc1[N+](=O)[O-]	1

More compounds follow:
canonical_smiles | TbREL1 primary
Cc1c(C(=O)N2CCCCCC2)nnn1-c1nonc1N | -2
O=C(O)CCCC(=O)Nc1nncs1 | 2
CCC(=O)c1ccc(OCC(O)CN2CCN(c3ccc(F)cc3)CC2)cc1 (stereo not drawn) | 5
COc1ccc(C(=O)COC(=O)c2ccc([N+](=O)[O-])s2)cc1OC | 2
Cc1ccc(-c2[nH]nc(N)c2N=Nc2cccc(Cl)c2C)cc1 | 3
Cc1sc2ncnc(Nc3ccc(O)cc3)c2c1C | 1
Cc1ccc(OCc2cc(C(=O)N(C)Cc3cnn(-c4ccccc4C)c3)no2)cn1 | 2
COc1cccc(/C=C/C(=O)c2ccc[nH]2)c1 | -1

Later entries:
canonical_smiles | TbREL1 primary
CCN1CCN(C(=O)c2cn(CC)c3ccc(S(=O)(=O)N(C)C)cc3c2=O)CC1 | -1
Cc1cccc(N2CCN(C(=O)CNC(=O)c3ccccc3)CC2)c1C | -3
O=C(c1ccc(N2CCN(C(=O)c3ccccc3Br)CC2)cc1)c1cccc(F)c1 | -2
Cn1c(SCCOc2ccccc2F)nc2ccccc2c1=O | -3
O=C(NC(=S)Nc1cccc(O)c1)C1CCCCC1 | -9
NC(=O)CC(NC(=O)Cc1ccc(Br)cc1)c1ccc(NCCOc2ccccc2)c([N+](=O)[O-])c1 (stereo not drawn) | 8
O=C(COc1ccc(Br)cc1)NNC(=O)Cc1ccc(S(=O)(=O)N2CCOCC2)s1 | 0
COC(=O)CNC(=O)CN1c2cccc3cccc(c23)S1(=O)=O | 0

Other structures follow.
canonical_smiles | TbREL1 primary
Cc1ccc(Oc2cc(N3CCOCC3)nc(-c3ccccc3)n2)cc1 | -1
CCOc1ccc(/C=C/C(=O)N(CC)CC(=O)Nc2c(F)cccc2F)cc1OC | -4
CCn1ccnc1CN1CCC(n2nccc2NC(=O)c2ccccc2OC)CC1 | 5
O=C(CN1C(=O)/C(=C\c2cccs2)SC1=S)Nc1cccc(C(=O)O)c1 | -1
CCOC(=O)N1CCN(C(=O)C2CCN(c3nnc(-n4cccc4)s3)CC2)CC1 | -2
CCn1c(Cc2ccc(OC)cc2)nnc1SCC(=O)N1CCN(c2ccccc2)CC1 | -2
O=C(CCNS(=O)(=O)c1ccc(Cl)cc1)N1CCN(c2ncccn2)CC1 | -2
CN1CCN(c2ncc3c(n2)CC(c2ccccc2F)CC3=O)CC1 (stereo not drawn) | -2

(more compounds)
canonical_smiles | TbREL1 primary
O=C(c1ccccc1F)N1CCN=C1c1ccccc1 | 1
CSc1ccc(/C=N/n2c(Cc3ccc(Br)cc3)n[nH]c2=S)cc1 | -4
O=C(O)C(Cc1ccc(O)c([N+](=O)[O-])c1)N1C(=O)c2ccccc2C1=O (stereo not drawn) | -2
CC1CCN(C(=O)c2[nH]cnc2C(=O)N[C@@H](Cc2ccccc2)C(=O)OC(C)(C)C)CC1 | -1
COc1ccc(NC(C)=O)cc1NC(C)C(=O)Nc1ccc(S(=O)(=O)N2CCCCC2)cc1 (stereo not drawn) | -1
O=C(COC(=O)c1ccc2ccccc2n1)Nc1ncc(C(F)(F)F)cc1Cl | 4
Cc1cc(=O)c2c([nH]1)c(C)cc1[nH]c(C)c(C)c12 | -5
COC(=O)C1=C(C)N(Cc2ccc(C(F)(F)F)cc2)C(=NCc2ccccc2C(F)(F)F)NC1c1ccccc1 (stereo not drawn) | 13*

(further entries)
canonical_smiles | TbREL1 primary
COc1cc(O)c(C(CC(=O)N2CCCC2)c2cc(OC)c(OC)c(OC)c2)c(OC)c1 (stereo not drawn) | -2
COC(=O)CSc1nnc(-c2sc3ccccc3c2Cl)o1 | 0
CCn1cc([N+](=O)[O-])c(C(=O)NCc2ccc3c(c2)OCO3)n1 | 0
CCOc1ccc(NC(=O)Nc2nc3ccc(S(C)(=O)=O)cc3s2)cc1 | 2
Cc1ccccc1-c1cc2nc(Oc3ccc4c(c3)OCO4)n(C)c(=O)c2s1 | 4
Cc1cc2nc(C3CCCCC3)c(Cc3ccsc3)n2c(C)c1Br | 5
Cn1c(C(=O)N2CCN(Cc3ccc4c(c3)OCO4)CC2)cc2c(=O)n(C)c3ccccc3c21 | 1
O=[N+]([O-])c1ccc(Cl)c(/C=N/NC(=S)Nc2ccccc2)c1 | 0
COC(=O)[C@@]12C[C@@H](CC(=O)NCc3cccs3)C(=O)N(Cc3cccc4ccccc34)C1=CCC(C)(C)C2 | -3
O=S(Cc1ccc(Cl)cc1)CC(O)(c1ccccc1)c1ccccc1 (stereo not drawn) | -2
